High-throughput results as filed in PubChem.
NR5A2 inv ag – NR5A2 inverse agonism in reporter assay; AID 602396; 360,000 tested, 0.13% active; O00482; HEK293T StAR-luciferase reporter, LRH-1 transfected, 24 h; inhibition, % at 3.6 µM;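 active = inhibition above the mean inhibition of all tested compounds plus 3 SD, cut at about 73% in these data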;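 also: 0% = DMSO wells and 100% = reporter-only cells lacking LRH-1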
SRC3 inh – human NCOA3 inhibition; HEK293 GAL4-SRC3 luciferase reporter, luminescence; inhibition, % at 3.6 µM; 360,000 tested, 0.17% active; AID 588352;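 active = inhibition above a per-campaign cutoff, the mean of all compounds plus 3 SD, cut at about 60% in these data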;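 also: 0% = DMSO-treated cells and 100% = gossypol-treated cells at 36 µM; higher means less SRC3-driven luciferase light from the GAL4 reporter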
NOD2-RIPK2 inh – blocks binding of human NOD2 to RIPK2; inhibition, % at 4.98 µM; O43353; 360,000 tested, 0.38% active; AID 624267; CHO BLA complementation NOD2-RIPK2, CCF4 ratio; in the data active = inhibition above about 21%;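 also: 0% = vehicle only and 100% = reference blocker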
Target sequence (O43353 whole entry, looked up): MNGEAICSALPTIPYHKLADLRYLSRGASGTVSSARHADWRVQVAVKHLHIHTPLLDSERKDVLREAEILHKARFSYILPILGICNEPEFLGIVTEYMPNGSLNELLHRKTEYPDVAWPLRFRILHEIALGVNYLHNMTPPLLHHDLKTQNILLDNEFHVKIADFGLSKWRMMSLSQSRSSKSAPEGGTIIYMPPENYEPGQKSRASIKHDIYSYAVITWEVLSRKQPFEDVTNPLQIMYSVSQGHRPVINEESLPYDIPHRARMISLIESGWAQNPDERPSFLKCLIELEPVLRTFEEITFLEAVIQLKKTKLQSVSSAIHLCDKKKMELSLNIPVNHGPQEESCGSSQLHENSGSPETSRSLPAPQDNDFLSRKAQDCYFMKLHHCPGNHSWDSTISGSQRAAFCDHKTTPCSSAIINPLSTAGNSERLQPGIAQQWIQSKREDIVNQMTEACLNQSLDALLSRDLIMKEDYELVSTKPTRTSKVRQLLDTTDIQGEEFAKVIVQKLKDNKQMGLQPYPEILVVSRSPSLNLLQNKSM
EBV LMP1 NFkB – Epstein-Barr LMP1 NF-kappaB reporter inhibition | 350,000 tested, 0.69% active | AID 504558 | LMP1-induced NF-kappaB luciferase reporter cells, luminescence | inhibition, % at 12.5 µM; in the data active = inhibition above about 41%;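 also: 0% = neutral control wells and 100% = reference inhibitor control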
Vif imaging – inhibitors of HIV Vif; HEK293T cells, Vif self-association by quenched fluorescence, imaging, 24 h; inhibition, % at 7.49 µM; 340,000 tested, 0.35% active; AID 602346; in the data active = inhibition above about 50%, passing the limit was not always enough; also: some results filed as inactive read as strong as hits
SRC1 inh – inhibitors of human steroid receptor coactivator 1 (SRC1). 360,000 tested, 0.12% active. Q15788. AID 588354. inhibition, % at 3.6 µM. HEK293 GAL4-SRC1 luciferase reporter, luminescence;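 active = inhibition above the campaign mean plus 3 SD, with each screening campaign given its own cutoff, cut at about 60% in these data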;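 also: 0% = DMSO treated cells and 100% = gossypol at 36 µM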
TLR9-MyD88 inh – inhibitors of human TLR9-MyD88 binding. Q9NR96+Q99836. CHO BLA complementation TLR9-MyD88, CCF4 FRET ratio. inhibition, % at 4.98 µM. 340,000 tested, 0.21% active. AID 504734;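 active = inhibition above the mean over all tested compounds plus 3 SD, cut at about 21% in these data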;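 also: 0% = DMSO only wells and 100% = clavulanate BLA inhibitor control wells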
C8 TRAIL sens – sensitizes caspase-8 expressing cells to TRAIL | NB7+C8 cells + TRAIL, ATPlite viability luminescence | 360,000 tested, 1% active | inhibition (viability loss, TRAIL sensitization), % at 10 µM;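 active = compounds causing at least 50% loss of cell viability in the single-dose screen, relative to plate controls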
TROY signal inh – inhibitors of TROY-dependent NF-kB signaling | Q293 LMP1-TROYcd NF-kB luciferase reporter, 4 h | inhibition, % at 10 µM | 360,000 tested, 0.98% active | AID 1347056;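 active = compounds whose plate-normalised and pattern-corrected inhibition of the luciferase reporter signal at the single screening dose is 50% or more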
NCOA2 inhibitor – human SRC2 (NCOA2) inhibition; Q15596; HEK293 GAL4-SRC2 luciferase reporter, luminescence; AID 651957; 370,000 tested, 0.17% active; inhibition, % at 9 µM;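 active = inhibition above the mean inhibition of all tested compounds plus 3 SD, set per campaign, cut at about 52% in these data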;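 also: 0% = DMSO treated cells and 100% = cells given Gossypol at 36 µM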
COUP-TFII inh – inhibitors of human COUP-TFII (NR2F2) | HEK293T NGFI-A luciferase reporter, luminescence | 370,000 tested, 0.7% active | inhibition, % at 8.6 µM | P24468 | AID 686940;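 active = inhibition above a per-plate cutoff, mean inhibition of test wells between control levels plus 3 SD, cut at about 38% in these data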;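 also: cells cotransfected with COUP-TFII expression vector driving the NGFI-A reporter; 0% = median of COUP-TF2 test wells and 100% = reporter-only cells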
Target sequence (P24468 whole entry, looked up): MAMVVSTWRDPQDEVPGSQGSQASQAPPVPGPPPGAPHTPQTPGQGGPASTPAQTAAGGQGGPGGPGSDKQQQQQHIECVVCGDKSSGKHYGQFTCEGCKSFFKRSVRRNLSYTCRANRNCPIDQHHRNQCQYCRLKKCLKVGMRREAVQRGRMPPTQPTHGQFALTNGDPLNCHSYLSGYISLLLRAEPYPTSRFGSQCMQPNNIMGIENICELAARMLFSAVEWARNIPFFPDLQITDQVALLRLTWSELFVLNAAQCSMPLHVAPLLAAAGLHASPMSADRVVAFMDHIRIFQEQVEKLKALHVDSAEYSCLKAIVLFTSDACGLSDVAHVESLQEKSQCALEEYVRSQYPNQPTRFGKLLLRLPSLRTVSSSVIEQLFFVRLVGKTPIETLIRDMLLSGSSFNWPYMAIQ
* = called active by the depositor; · = not tested or not shown.

#	canonical_smiles	TLR9-MyD88 inh	NOD2-RIPK2 inh	Vif imaging	C8 TRAIL sens	NR5A2 inv ag	COUP-TFII inh	EBV LMP1 NFkB	SRC3 inh	TROY signal inh	SRC1 inh	NCOA2 inhibitor
1	COC(=O)[C@H](CO)NS(=O)(=O)c1ccc(C)cc1	4	7	-2	7	1	-6	10	0	-14	-5	12
2	COc1ccc2c(-c3ccccc3)cc(SCC(=O)N(C)C)nc2c1	-2	2	-8	-31	33	5	-9	9	15	1	-4
3	O=C(NCCCN1CCOCC1)c1cc(-c2cccs2)on1	-6	-16	-1	17	38	24	38	-55	-58	-56	-114
4	CCCNC(=O)C1(C)CCN1C(=O)C/C=C/c1ccccc1 (centres undefined)	·	-14	-14	-3	-5	5	·	11	-6	-10	-19
5	Cc1ccsc1/C=N/NC(=O)c1nnn(-c2nonc2N)c1CN(C)c1ccccc1	-24	12	3	7	1	-12	1	-16	22	-2	-6
6	Cc1ccc(N=C2C(=S)N(c3ccc(C)cc3)C(=N)N2/N=C/c2ccc(Cl)cc2)cc1	-7	5	-8	-3	-65	-45	-42	-64	-31	-49	-70
7	N#CC1(NC(=O)CSc2nnc(Cc3ccccc3)o2)CCCCC1	-1	-61	27	-7	20	-6	1	15	-3	13	-7
8	CN1CCN(S(=O)(=O)c2ccc(NC(=S)NC(=O)c3ccc(Cl)cc3)cc2)CC1	4	-3	-4	-2	7	-3	-3	-40	-20	-25	-24
9	CCN(CC)C(=O)c1cccc(-c2csc(C(NC(C)=O)c3cccc(OC)c3)n2)c1 (centres undefined)	·	-9	·	-4	20	4	·	6	-4	1	-14
10	COCCn1cnnc1SCC(=O)Nc1cccc(S(=O)(=O)N2CCCCCC2)c1	-2	-1	-8	-12	-5	6	-16	17	-1	-3	-3
11	COc1ccc(CN(CCC#N)CCC2(c3ccccc3)CC(C)N(C)CC2C)cc1OC (centres undefined)	5	-7	13	9	8	4	3	11	-9	-5	-18
12	CC1CCC2(CC1)NC(=O)N(NC(=O)CSc1nnc(NC3CC3)s1)C2=O (centres undefined)	4	-2	-5	9	-3	5	-9	6	-3	-29	8
13	COc1ccc([C@H]2N[C@]3(CCCN(Cc4ccc(Br)cc4)C3=O)[C@H]3C(=O)N(Cc4ccccc4)C(=O)[C@@H]23)cc1	3	-5	13	-8	-1	31	-4	5	12	16	7
14	O=C(/C=C/c1ccco1)c1cccnc1	14	-4	-11	-2	-5	-1	-8	-24	3	5	4
15	NC(c1csc(NC(=O)c2cccc(OC(F)(F)F)c2)n1)c1ccccc1Cl (centres undefined)	·	10	-3	-3	-16	9	·	-3	20	18	-11
16	S=C1SCN(Cc2ccccc2)CN1Cc1ccccc1	-4	10	-11	-7	-6	3	33	1	2	7	5
17	O=C(Nc1ccc(F)c(F)c1)c1cccnc1	1	3	20	-21	-17	-3	-11	-5	0	5	-10
18	NS(=O)(=O)c1ccc(CCNC(=O)CSc2ccc(Cl)cc2Cl)cc1	4	-10	-13	5	-2	-7	0	2	22	-38	21
19	CC(Nc1ccc2c(c1)OCCO2)C(=O)N1CCc2ccccc21 (centres undefined)	4	0	1	5	-30	-18	-3	-34	8	-23	-26
20	C/C=C(/C)C(=O)O[C@@H]1Cc2c(ccc3ccc(=O)oc23)OC1(C)C	4	-6	-2	-1	26	2	-2	-4	-3	0	-33
21	CN(Cc1cn(C)nc1-c1cccc(Cl)c1)CC1CCCCO1 (centres undefined)	-8	-2	-3	-9	-20	-1	3	0	15	10	-6
22	CCOC(=O)C(=O)Nc1sc(C(=O)N2CCOCC2)c(C)c1C#N	7	1	-1	-4	14	8	0	-4	1	7	27
23	Cc1ccc(NC2CCCN(C(=O)c3ccoc3)C2)cc1C (centres undefined)	-4	-8	0	5	12	-4	1	11	-9	-27	0
24	COc1ccc(C(=O)COC(=O)CCn2nnc(-c3cccs3)n2)cc1	-2	-5	-14	-6	13	-3	0	5	-1	-3	-26
25	CC(=O)NC(C(=O)N1CCC(c2nc3ccccc3s2)CC1)C(C)C (centres undefined)	-8	-9	-7	4	-15	-7	0	-1	-8	-11	-16
26	CCC(=O)NC(=S)Nc1ccc(NC(=O)CC)cc1	-7	-4	-3	8	2	5	-4	-4	-4	-6	4
27	COC(=O)c1nc(NC(=O)c2ccc(C(C)(C)C)cc2)n[nH]1	1	9	-5	4	-16	17	4	23	-29	4	6
28	O=C(COc1ccccc1)NCC1(N2CCCCC2)CCCCC1	0	0	10	0	6	-20	-1	15	1	2	-36
29	Cc1ccc(C)c(OCCC(=O)OCC(=O)c2c(N)n(C)c(=O)n(C)c2=O)c1	-14	-6	-7	14	-12	10	-15	2	16	2	-2
30	C=C1C(=O)OC2C=C(CO)CCC=C(CO)CC(OC(=O)C(C)C)C12 (centres undefined)	1	-6	-5	13	-6	5	9	-18	-6	2	-11

An excerpt from above in order of molecular weight, falling.
#	canonical_smiles	TLR9-MyD88 inh	NOD2-RIPK2 inh	Vif imaging	C8 TRAIL sens	NR5A2 inv ag	COUP-TFII inh	EBV LMP1 NFkB	SRC3 inh	TROY signal inh	SRC1 inh	NCOA2 inhibitor
2	COc1ccc2c(-c3ccccc3)cc(SCC(=O)N(C)C)nc2c1	-2	2	-8	-31	33	5	-9	9	15	1	-4
27	COC(=O)c1nc(NC(=O)c2ccc(C(C)(C)C)cc2)n[nH]1	1	9	-5	4	-16	17	4	23	-29	4	6
14	O=C(/C=C/c1ccco1)c1cccnc1	14	-4	-11	-2	-5	-1	-8	-24	3	5	4

Further compounds follow:
#	canonical_smiles	TLR9-MyD88 inh	NOD2-RIPK2 inh	Vif imaging	C8 TRAIL sens	NR5A2 inv ag	COUP-TFII inh	EBV LMP1 NFkB	SRC3 inh	TROY signal inh	SRC1 inh	NCOA2 inhibitor
31	CC(=O)N1CCN(C(=O)Cn2c(=O)oc3ccccc32)CC1	-3	12	7	0	22	1	-5	14	5	-15	-30
32	CCOC(=O)C1CCN(C(=O)c2ccc(N(C)S(C)(=O)=O)cc2)CC1	1	2	7	-1	10	-8	1	17	-1	0	-6
33	CSc1nnnn1-c1cccc(O)c1	2	-4	1	-1	15	-2	12	3	-14	-14	-7
34	COc1cc(C)c(CNC2CCCCC2)cc1C	-1	4	25	14	14	15	1	-5	-5	-21	-9
35	Cc1ccc(S(=O)(=O)NC(C)C(=O)NC(C)c2cccs2)cc1 (centres undefined)	-3	-10	21	-10	3	15	-3	9	9	-12	-19
36	CC(=O)Nc1ccc(S(=O)(=O)CCC#N)cc1	4	-10	2	0	4	10	1	5	-11	0	0
37	CCCCOc1ccc(Cc2c(COCC)[nH]c(=S)[nH]c2=O)cc1	-5	2	-17	0	-7	2	2	-5	29	2	14
38	CN(CC(=O)Nc1ccc(N2CCOCC2)cc1)C(=O)CCNC(=O)c1ccccc1Cl	3	-5	-5	1	1	7	2	-14	-1	-30	-6
39	Cc1cc(-c2ccc(N3CCOCC3)cc2)nc2ccccc12	0	13	2	65*	-89	-68	-24	-56	-41	-78	-47
40	CC(C)COC(=O)N1CCCCC1c1cc(C(=O)NCc2ccccc2)no1 (centres undefined)	·	-7	-10	-39	-1	7	·	1	19	-12	-1
41	N=C(N)c1ccc(N=Nc2c(O)ccc3c2[nH]c2ccccc23)cc1	3	-8	1	2	10	-12	11	-3	-2	2	-35
42	COC(=O)Cc1ccc(NC(=S)NCC(C)C)cc1	-4	-12	3	-4	-16	3	5	-7	-7	-48	5
43	Nc1nc(Cl)nc2c1ncn2C1CCC(CO)O1 (centres undefined)	·	1	·	-2	-1	1	·	11	13	3	-29
44	Cc1cn([C@H]2C[C@H](O)[C@@H](CNC(=O)[C@@H]3CCCN3Cc3ccccc3)O2)c(=O)[nH]c1=O	1	-1	-3	8	-1	-11	6	6	1	-8	1
45	COc1cccc(C2C([N+](=O)[O-])=C(N)Oc3cc(C)oc(=O)c32)c1 (centres undefined)	1	-18	15	-6	11	2	-8	13	-3	-12	-1
46	CCC(Cc1ccccc1)NC(=O)C1CC1 (centres undefined)	4	-7	9	-2	14	27	-2	-10	-16	-7	2
47	COc1ccc(C(=O)NCCC(=O)N2CCC3(CC2)NCCc2[nH]cnc23)cc1	11	-15	16	-11	23	16	1	-16	-12	-17	-18
48	CCOC(=O)C1=C(C)N(C)C(=O)NC1c1cccc2ccccc12 (centres undefined)	-9	2	-3	6	-6	14	0	12	3	-11	-37
49	CC1CCCCN1S(=O)(=O)c1ccc(S(=O)(=O)N(Cc2ccccc2)Cc2ccco2)cc1 (centres undefined)	-4	0	24	5	-6	0	-5	-1	8	3	19
50	COc1cccc(NC(=O)N2CCN(c3nnnn3-c3ccccc3)CC2)c1	-7	13	11	1	3	18	-1	1	-2	1	22
51	COc1ccccc1CNC(=O)C1CCN(c2nc3ccccc3o2)CC1	-7	-7	-8	14	-4	-4	2	14	3	4	-13
52	Cc1cccc(CNc2ccc(C(CC(N)=O)NC(=O)Cc3cccc4ccccc34)cc2[N+](=O)[O-])c1 (centres undefined)	5	7	·	-5	-12	4	6	-6	11	-21	13
53	Cc1cc(OCC(=O)OCC(=O)N2CCCCC2)ccc1Cl	2	-4	6	7	-19	2	-6	8	11	5	-9
54	O=C(COC(=O)c1ccc([N+](=O)[O-])o1)NC1CCCCC1	-8	1	43	-11	-1	8	0	-1	-7	-11	-16
55	O=c1c2ccccc2c(-c2ccccc2)nn1Cc1ccccc1	6	3	-8	-3	9	-9	2	5	-18	12	-7

Ordered by value in TLR9-MyD88 inh (ascending): four from the list above
| No. | Molecule | TLR9-MyD88 inh |
| --- | --- | --- |
| 54 | O=C(COC(=O)c1ccc([N+](=O)[O-])o1)NC1CCCCC1 | -8 |
| 44 | Cc1cn([C@H]2C[C@H](O)[C@@H](CNC(=O)[C@@H]3CCCN3Cc3ccccc3)O2)c(=O)[nH]c1=O | 1 |
| 41 | N=C(N)c1ccc(N=Nc2c(O)ccc3c2[nH]c2ccccc23)cc1 | 3 |
| 36 | CC(=O)Nc1ccc(S(=O)(=O)CCC#N)cc1 | 4 |

Quoted from the listing:
NCOA2 inhibitor result of #54 : -16
NCOA2 inhibitor result of #38 : -6
EBV LMP1 NFkB result of #32 : 1
NCOA2 inhibitor result of #53 : -9

Reprinted at random: 4 entries already listed.
#	canonical_smiles	TLR9-MyD88 inh	NOD2-RIPK2 inh	Vif imaging	C8 TRAIL sens	NR5A2 inv ag	COUP-TFII inh	EBV LMP1 NFkB	SRC3 inh	TROY signal inh	SRC1 inh	NCOA2 inhibitor
43	Nc1nc(Cl)nc2c1ncn2C1CCC(CO)O1 (centres undefined)	·	1	·	-2	-1	1	·	11	13	3	-29
44	Cc1cn([C@H]2C[C@H](O)[C@@H](CNC(=O)[C@@H]3CCCN3Cc3ccccc3)O2)c(=O)[nH]c1=O	1	-1	-3	8	-1	-11	6	6	1	-8	1
48	CCOC(=O)C1=C(C)N(C)C(=O)NC1c1cccc2ccccc12 (centres undefined)	-9	2	-3	6	-6	14	0	12	3	-11	-37
37	CCCCOc1ccc(Cc2c(COCC)[nH]c(=S)[nH]c2=O)cc1	-5	2	-17	0	-7	2	2	-5	29	2	14

Not all compounds are listed; rates above refer to the full screens.
